Screens from PubChem BioAssay.
TRAIL sens C8 – sensitizes caspase-8 expressing cells to TRAIL; NB7+C8 cells + TRAIL, ATPlite viability luminescence; inhibition (viability loss, TRAIL sensitization), % at 10 µM; 360,000 compounds, 1% hits; AID 624354;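 active = compounds causing at least 50% loss of cell viability in the single-dose screen, relative to plate controls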
TLR9-MyD88 block – TLR9-MyD88 interaction inhibition; Q9NR96+Q99836; CHO BLA complementation TLR9-MyD88, CCF4 FRET ratio; inhibition, % at 4.98 µM; 340,000 compounds, 0.21% hits;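 active = inhibition above the mean over all tested compounds plus 3 SD, cut at about 21% in these data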;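 also: 0% = DMSO only wells and 100% = clavulanate BLA inhibitor control wells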
NR2F2 inh – blocks human COUP-TFII nuclear receptor. inhibition, % at 8.6 µM. 370,000 compounds, 0.7% hits. P24468. HEK293T NGFI-A luciferase reporter, luminescence;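 active = inhibition above a per-plate cutoff, mean inhibition of test wells between control levels plus 3 SD, cut at about 38% in these data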;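 also: cells cotransfected with COUP-TFII expression vector driving the NGFI-A reporter; 0% = median of COUP-TF2 test wells and 100% = reporter-only cells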
Target sequence (P24468 whole entry, looked up): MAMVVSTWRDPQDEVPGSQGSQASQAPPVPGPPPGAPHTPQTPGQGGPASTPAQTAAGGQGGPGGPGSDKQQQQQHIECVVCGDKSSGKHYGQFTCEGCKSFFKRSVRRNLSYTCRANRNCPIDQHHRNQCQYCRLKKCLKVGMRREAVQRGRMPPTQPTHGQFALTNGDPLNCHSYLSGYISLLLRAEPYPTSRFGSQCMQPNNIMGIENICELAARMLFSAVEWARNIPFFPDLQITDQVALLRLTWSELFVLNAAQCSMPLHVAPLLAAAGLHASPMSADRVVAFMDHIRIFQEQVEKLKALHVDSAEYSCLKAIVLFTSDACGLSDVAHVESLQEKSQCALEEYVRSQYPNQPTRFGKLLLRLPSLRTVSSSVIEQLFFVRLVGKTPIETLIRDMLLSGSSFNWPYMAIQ
Vif inh – inhibitors of HIV Vif | HEK293T cells, Vif self-association by quenched fluorescence, imaging, 24 h | inhibition, % at 7.49 µM | 340,000 compounds, 0.35% hits | AID 602346; in the data active = inhibition above about 50%, passing the limit was not always enough; also: some results filed as inactive read as strong as hits
NCOA1 inh – inhibitors of human steroid receptor coactivator 1 (SRC1). AID 588354. inhibition, % at 3.6 µM. Q15788. 360,000 compounds, 0.12% hits. HEK293 GAL4-SRC1 luciferase reporter, luminescence;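 active = inhibition above the campaign mean plus 3 SD, with each screening campaign given its own cutoff, cut at about 60% in these data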;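 also: 0% = DMSO treated cells and 100% = gossypol at 36 µM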
NCOA2 inhibitor – human SRC2 (NCOA2) inhibition. HEK293 GAL4-SRC2 luciferase reporter, luminescence. inhibition, % at 9 µM. 370,000 compounds, 0.17% hits. AID 651957;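 active = inhibition above the mean inhibition of all tested compounds plus 3 SD, set per campaign, cut at about 52% in these data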;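 also: 0% = DMSO treated cells and 100% = cells given Gossypol at 36 µM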
NR5A2 inv ag – suppresses constitutive activity of human LRH-1; O00482; HEK293T StAR-luciferase reporter, LRH-1 transfected, 24 h; inhibition, % at 3.6 µM; 360,000 compounds, 0.13% hits; AID 602396;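 active = inhibition above the mean inhibition of all tested compounds plus 3 SD, cut at about 73% in these data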;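 also: 0% = DMSO wells and 100% = reporter-only cells lacking LRH-1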
TROY signal inh – inhibitors of TROY-dependent NF-kB signaling; Q293 LMP1-TROYcd NF-kB luciferase reporter, 4 h; inhibition, % at 10 µM; 360,000 compounds, 0.98% hits;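 active = compounds whose plate-normalised and pattern-corrected inhibition of the luciferase reporter signal at the single screening dose is 50% or more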
NOD2-RIPK2 inh – blocks binding of human NOD2 to RIPK2. 360,000 compounds, 0.38% hits. CHO BLA complementation NOD2-RIPK2, CCF4 ratio. inhibition, % at 4.98 µM; in the data active = inhibition above about 21%;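 also: 0% = vehicle only and 100% = reference blocker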
Target sequence (O43353 whole entry, looked up): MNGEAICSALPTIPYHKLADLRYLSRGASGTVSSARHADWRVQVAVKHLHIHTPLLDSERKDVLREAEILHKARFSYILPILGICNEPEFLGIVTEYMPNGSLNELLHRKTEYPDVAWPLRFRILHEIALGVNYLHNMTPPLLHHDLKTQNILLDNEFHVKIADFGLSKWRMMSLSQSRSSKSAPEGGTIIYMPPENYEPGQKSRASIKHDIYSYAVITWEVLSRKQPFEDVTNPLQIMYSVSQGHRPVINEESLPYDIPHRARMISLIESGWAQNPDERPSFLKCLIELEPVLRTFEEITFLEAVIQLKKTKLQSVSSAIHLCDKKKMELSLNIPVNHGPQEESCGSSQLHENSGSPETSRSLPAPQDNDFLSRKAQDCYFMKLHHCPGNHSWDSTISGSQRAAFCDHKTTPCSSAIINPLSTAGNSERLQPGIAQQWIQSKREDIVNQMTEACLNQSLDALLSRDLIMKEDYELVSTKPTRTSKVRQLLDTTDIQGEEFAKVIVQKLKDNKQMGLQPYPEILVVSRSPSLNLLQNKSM
NCOA3 inh – human NCOA3 inhibition. inhibition, % at 3.6 µM. Q9Y6Q9. AID 588352. HEK293 GAL4-SRC3 luciferase reporter, luminescence. 360,000 compounds, 0.17% hits;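 active = inhibition above a per-campaign cutoff, the mean of all compounds plus 3 SD, cut at about 60% in these data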;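 also: 0% = DMSO-treated cells and 100% = gossypol-treated cells at 36 µM; higher means less SRC3-driven luciferase light from the GAL4 reporter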
LMP1 NFkB inh – reduces LMP1-driven NF-kappaB luciferase signal; LMP1-induced NF-kappaB luciferase reporter cells, luminescence; inhibition, % at 12.5 µM; 350,000 compounds, 0.69% hits; in the data active = inhibition above about 41%;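 also: 0% = neutral control wells and 100% = reference inhibitor control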
* hit, by the source's call; x = no result given. Only part of the results is shown, so the mix of outcomes need not match the whole.

SMILES | TRAIL sens C8 | TLR9-MyD88 block | NR2F2 inh | Vif inh | NCOA1 inh | NCOA2 inhibitor | NR5A2 inv ag | TROY signal inh | NOD2-RIPK2 inh | NCOA3 inh | LMP1 NFkB inh
Cc1ccc(NC(=O)CN(C)CC(=O)Nc2ccc(N3CCOCC3)cc2)cc1F | 0 | 1 | -4 | -7 | -12 | -13 | -21 | -10 | -7 | 15 | -3
Cc1ccccc1NC(=O)c1ccc(S(=O)(=O)N(C)C)cc1 | -19 | 6 | -6 | 9 | 0 | -7 | 10 | -9 | -1 | -37 | -15
N#Cc1ccsc1NC(=O)c1cccc([N+](=O)[O-])c1 | -11 | -4 | 3 | -11 | -3 | 13 | -6 | -11 | 2 | 2 | -3
Cc1cnc(N2C(=O)c3ccc([N+](=O)[O-])cc3C2=O)s1 | 25 | 12 | 8 | 5 | -13 | -25 | -1 | 6 | -5 | 16 | -5
COc1ccccc1N1CCN(C(=O)c2cc3cc(Cl)ccc3[nH]2)CC1 | 26 | -3 | 4 | 37 | -15 | 5 | 0 | 4 | 0 | 3 | 0
COc1cccc(CN(C(=O)Cc2c[nH]c3ccccc23)C(C(=O)NC2CCCCC2)c2ccc(C)o2)c1 (stereo not drawn) | 26 | -5 | 11 | -13 | -4 | -9 | -21 | 33 | 1 | -11 | 4
COc1ccc(OCC(=O)OCC(=O)NCC2CCCCC2)cc1 | 3 | -1 | 0 | -1 | -1 | -27 | 12 | -15 | -14 | 15 | -5
O=C(CSc1ccc2nnc(-c3ccccn3)n2n1)Nc1nccs1 | -16 | 4 | 6 | -5 | 18 | -10 | 6 | 1 | -1 | -1 | -7
O=C(N1CCOCC1)n1cnc2ccccc21 | 21 | -2 | -29 | -9 | -1 | 8 | 14 | 0 | 7 | 13 | 4
Cc1ccc(S(=O)(=O)N2CCOC2CNC(=O)C(=O)NCc2ccc3c(c2)OCO3)cc1 (stereo not drawn) | -6 | -8 | 3 | -5 | -2 | -2 | 4 | 3 | -9 | 0 | -1
CCOC(=O)N1CCN(CC(=O)NC(=O)Nc2ccc3c(c2)OCCO3)CC1 | 15 | 6 | 12 | 4 | -8 | 1 | 14 | -21 | -9 | 14 | 4
CC1(c2ccc3c(c2)OCO3)NC(=O)N(CC(=O)Nc2ccccc2)C1=O (stereo not drawn) | -8 | -4 | 4 | -2 | -35 | -13 | 12 | 0 | -6 | -43 | -22
Cn1c2ccccc2c2ccc3c(c21)C(=O)C=CC3=O | 29 | -5 | -6 | -10 | -10 | 18 | 7 | -13 | -11 | 1 | 8
O=C(NC(Nc1ncccn1)C(=O)c1ccccc1)c1ccccc1 (stereo not drawn) | -15 | -1 | -3 | 36 | 4 | -21 | 5 | -13 | -5 | 13 | -2
COc1ccccc1NC(NC(=O)c1ccccn1)C(Cl)(Cl)Cl (stereo not drawn) | -6 | 7 | 4 | -4 | 0 | -8 | -25 | -5 | -6 | 17 | 4
COc1ccc2c(C)nc(Nc3nc(C)cc(C)n3)nc2c1 | -5 | 3 | 6 | -3 | -19 | -2 | 13 | 13 | 2 | -8 | -1
COc1ccc(NC(=O)c2cnc(SC)nc2C)c(OC)c1 | 1 | -18 | 2 | 18 | -12 | 2 | -15 | -1 | 5 | -4 | 10
COc1ccc(NC(=O)c2cnc(NS(=O)(=O)c3ccccc3)nc2)cc1 | 0 | -6 | -5 | 2 | -17 | 8 | -12 | -16 | -10 | 10 | -1
COc1ccc(OCC(=O)Nc2cccc(C(=O)Nc3ccccc3C(=O)O)c2)cc1 | 2 | 6 | -5 | -5 | 4 | -6 | 0 | -13 | -7 | 5 | -4
COc1ccc(C2=NS(=O)(=O)N(C)C(C(=O)NCc3cccs3)=C2)cc1OC | 1 | 3 | -1 | x | 8 | 9 | 29 | -1 | 11 | -1 | 4
COc1ccc(CC(=O)Nc2cc(F)ccc2F)cc1S(=O)(=O)N1CCOCC1 | -3 | 8 | -7 | -4 | 0 | -49 | 2 | 8 | 1 | -6 | 1
CC(C)Cn1c(CN2CCCCC2C)nc2c1c(=O)n(C)c(=O)n2C (stereo not drawn) | -5 | 4 | 5 | 13 | -10 | -5 | 5 | 5 | -4 | 0 | 1
Cn1c(CNC(=O)CCNC(=O)c2ccccc2F)cc(=O)n(C)c1=O | -11 | -1 | -5 | 6 | -13 | 11 | 18 | 0 | -6 | 4 | 0
CCc1ccc(N2CCN(CCNC(=O)Nc3ccccc3)CC2)cc1 | -5 | 6 | 11 | -1 | 10 | -12 | 15 | -18 | 1 | 9 | 2
CCCNC(=O)COC(=O)c1ccc(S(=O)(=O)N2CCCCCC2)cc1 | -19 | -12 | -4 | 10 | -7 | -11 | 4 | -18 | -5 | 2 | 1
COc1ccc(NC(=O)c2cc(C)nc3ccccc23)cc1S(=O)(=O)Nc1ccccc1Cl | -4 | -5 | 15 | -7 | -18 | -34 | -22 | -2 | -3 | 7 | 2
C/C(=N\NC(=O)COc1ccccc1[N+](=O)[O-])c1cccs1 | -5 | 2 | -27 | -2 | -68 | -49 | -55 | -33 | -4 | -74 | -14
Cc1ccccc1CN1C(=O)c2ccccc2Sc2ccc(C(=O)NCCCN3CCOCC3)cc21 | 14 | 2 | -7 | -2 | -15 | -7 | -2 | 12 | -2 | 15 | -4
CSc1ccc(C(O)c2ncc(-c3ccc(F)cc3)[nH]2)cc1 (stereo not drawn) | 2 | x | 1 | x | 7 | 0 | -6 | -19 | -1 | -16 | x
O=C1N[C@@H](c2ccccc2)COC(=O)[C@@H](Cc2ccc(F)cc2)CC/C=C/C[C@H]1CC(=O)N(CCO)Cc1ccccc1 | 6 | -15 | 7 | -15 | 18 | -17 | 10 | 20 | -5 | -4 | 8
Cc1ccc(N=Cc2c(O)c3ccccc3oc2=O)cc1F | 6 | -3 | 9 | 8 | 16 | -2 | 7 | 15 | -4 | -4 | 4
CC(C)Oc1ccc(/C=N/NC(=O)c2ccc(N(Cc3ccccc3)S(C)(=O)=O)cc2)cc1 | -6 | 4 | 8 | 5 | -10 | 0 | -13 | -26 | -3 | 8 | -9
Cc1ccc(C(=O)CCC(=O)Nc2ccccc2C)cc1C | 1 | 5 | 2 | -2 | -31 | 6 | 5 | -15 | 4 | -9 | -3
Nc1nonc1NC(=O)NN=C1CCCCC1 | -4 | 2 | -4 | -10 | -3 | -2 | -24 | -4 | -16 | 12 | -21
COCCNc1nnc(SCC(=O)NNC(=O)c2ccco2)s1 | -9 | 10 | -4 | 11 | 2 | 0 | 6 | -6 | -9 | 9 | -1
COC(=O)c1[nH]c2ccc(Cl)cc2c1NC(=O)c1ccccc1[N+](=O)[O-] | 4 | -2 | -1 | x | 9 | 0 | -14 | 7 | 4 | -7 | 9
CC(C)(C)OC(=O)N/N=C\c1ccc(OC(=O)c2ccco2)cc1 | 23 | -3 | -27 | 1 | -65 | -54 | -92 | -44 | -4 | -44 | -15
COc1cc(OC)cc(C2=Cc3ccccc3C(CC(C)=O)N2c2ccc(C#CC3(N)CCCCC3)cc2)c1 (stereo not drawn) | 30 | x | -3 | x | x | 23 | -1 | -6 | 3 | x | x
CN(C)CCCNc1c2ccccc2nc2ccccc12 | 43 | -19 | 10 | -2 | 4 | 5 | -13 | -47 | -12 | 11 | -31
Cc1ccc(NC(=O)c2ccc(=O)n(CC(=O)Nc3ccccc3)n2)cc1 | 1 | 4 | 10 | 8 | 0 | -19 | 6 | -7 | 3 | 14 | 4
O=C1COc2ccc(-c3n[nH]c(=O)c4ccccc34)cc2N1 | 5 | 1 | 9 | 3 | 13 | -35 | 2 | 11 | 6 | 15 | 5
COC(=O)c1sccc1NC(=S)N1CCN(C)CC1 | -3 | 3 | 3 | 7 | 15 | -23 | 8 | 14 | -5 | 24 | -8
COc1ccccc1NC(=O)Cn1c2ccccc2c2nc3n(c(=O)c21)CCS3 | 15 | -10 | 8 | 3 | 1 | 0 | 0 | 0 | -6 | 7 | 3
CC(=O)N(C)C1(c2nnnn2CCOC(=O)Nc2cccc3ccccc23)CCCC1 | 18 | -9 | -19 | 4 | 6 | -24 | 3 | 3 | 2 | 15 | -4
COc1ccsc1C(=O)Nc1ccc(F)cc1F | -2 | -5 | 7 | -6 | 0 | -40 | -14 | -24 | -2 | -28 | 6
Cc1cccc(NC(=O)CCc2c(C)nn(-c3ccc(N4CCCCC4)nn3)c2C)c1 | 23 | 7 | -29 | 0 | -54 | -20 | -65 | -24 | 13 | -46 | -9
COc1ccc(CCC(=O)OCC(=O)Nc2c(C)nn(-c3ccccc3)c2C)cc1 | 20 | 3 | 2 | -10 | 5 | -21 | -6 | 3 | 2 | -1 | 6
COc1ccc(CN2C(=O)C(CC(=O)NCc3cccc4ccccc34)CC(C(=O)N(C(C)C)C(C)C)=C2C)cc1 (stereo not drawn) | 8 | x | 6 | x | 9 | 20 | -19 | -4 | 5 | 9 | x
Cc1ccc2c(=O)n3c(nc2c1)C(Cc1ccc(O)cc1)NC(=O)c1cccnc1-3 (stereo not drawn) | -2 | 4 | -7 | 0 | 6 | -24 | -2 | -11 | 3 | -9 | -6
CC(=O)NCCn1c(SCC(=O)NCCC(C)C)nc2ccccc2c1=O | 6 | -2 | 13 | -2 | 1 | -18 | -2 | -2 | -9 | 5 | -3
COc1cccc(NC(=S)NCCc2ccccn2)c1 | -1 | -2 | -5 | 14 | -7 | -26 | 7 | -17 | -15 | -8 | -2
CCC1(C)CC2(CCCN(CCC(=O)c3ccccc3)C2)CCO1 (stereo not drawn) | -3 | 12 | 3 | -8 | -29 | -4 | 8 | 0 | -7 | 7 | 5
CCN(c1ccccc1)S(=O)(=O)c1ccc(N2CCN(c3ccc(O)cc3)CC2)nc1 | -1 | 6 | 25 | -6 | 7 | 3 | -25 | 5 | -3 | 4 | 7
Cc1ccc(CN2CCN(/N=C/c3cc(Br)cc(Br)c3O)CC2)c(C)c1 | -11 | -8 | 11 | -1 | 12 | -21 | 1 | 30 | 6 | 17 | 10
CCOC(=O)/C(C#N)=C\C1=C(N2CCCC2)CC(C)(CC)OC1 (stereo not drawn) | -12 | 1 | 4 | 14 | 12 | -1 | 6 | 13 | 3 | -1 | -11
COc1ccccc1S(=O)(=O)N(C)C[C@@H]1Oc2cc(C#CCC(C)C)ccc2S(=O)(=O)N([C@H](C)CO)C[C@@H]1C | 7 | 2 | -2 | x | 13 | 4 | 36 | 20 | -3 | -11 | -8
S=c1nc2ccccc2c2nc(-c3cccnc3)[nH]n12 | -21 | -4 | -10 | -16 | -11 | -15 | 8 | -12 | -8 | -24 | -5
COc1ccc(C(=O)NNC(=O)C(=O)NC(C)c2ccccc2)cc1OC (stereo not drawn) | -1 | -6 | 6 | -7 | -5 | -7 | 10 | -6 | 0 | 14 | -2
